# Lipid storage S3 – qHTS Assay for Lipid Storage Modulators in Drosophila S3 Cells. Drosophila S3 cells, BODIPY lipid droplet fluorescence, 18-24 h; cells fed with added oleic acid. actives 0.64% (n = 320,000). AID 2685, 2010. lipid storage change, negative = inhibition, % at the top dose, mostly 46.1 µM; hits show Potency in µM; active means well fitted inhibition curve with a large enough effect in the signal ratio, with a control signal flat, not every such curve was filed as active; inconclusive means small, poorly fitted or top-dose-only effect, or effect the other way, or a change in a side signal; the % refers to the signal ratio
#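 Laser-scanning cytometry quantifies lipid droplet accumulation (500–530 nm total intensity; droplet/cell object ratio) in oleic acid-fed (400 uM added) Drosophila S3 cells treated with a concentration series. 20 uM Triacsin C defined 100% inhibition.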
# Lipid storage S3 cell count max – recorded beside Lipid storage S3, whose call it bears; cell number change, %; measured here: cell count max response;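 cells counted by Cell Tracker Red CMTPX staining in the red channel; peak over a dose series mostly up to 46.1 µM; percent activity relative to internal control wells on each plate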
# An asterisk follows results filed as active; i = inactive; ? = inconclusive; / = not tested or not shown; [ ] = remark or other dose. On the % scale 0 is the no-effect control and ±100 the full control effect; potency means the concentration at half of the fitted maximal effect. These rows are one share of the data (hit frequency here may not be typical).
Lipid storage S3	Lipid storage S3 cell count max	compound
?	/	Cc1ccc(-c2nc(CN(C)Cc3ccc4nccnc4c3)c(C)o2)s1
?	/	COc1cccc(N(C(=O)c2snc(C(N)=O)c2N)C(C(=O)NCC2CCCO2)c2ccc3ncccc3c2)c1 (stereo not given)
-0.1%	9.7	C=CCn1c(=O)[nH]c2nc3cc(N=CN(C)C)c(C)cc3nc2c1=O
?	/	Cc1ccc(S(=O)(=O)/N=C2/C=C(C3C(=O)CC(C)(C)CC3=O)C(=O)c3ccccc32)cc1
-0.1%	-9.5	COc1ccc(NC(=O)c2ccco2)c([N+](=O)[O-])c1
6.0%	11.7	Cc1cc(NCc2ccco2)nc(N2CCC(C(=O)NC3CCCCC3)CC2)n1
-11.2%	-0.4	Cc1ccc(OCCCCN2CCCC(C)C2)c([N+](=O)[O-])c1 (stereo not given)
?	/	Cn1c(-c2ccc(F)cc2)cnc1SCC(=O)N1CCCCC1
?	/	COC(=O)c1cc(Br)c(N)cc1OC
?	/	CCN1CCN(c2nc(N)c([N+](=O)[O-])c(Nc3ccc(C)c(C)c3)n2)CC1
3.3%	-9.0	O=C(CSc1nnc(-c2ccncc2)n1Cc1ccco1)c1ccc(Cl)cc1
?	/	CSC1=NCCN1C(=O)c1c(-c2ccccc2Cl)noc1C
?	/	COCCNC(=O)Cn1cc2c(n1)CCC(C)C2 (stereo not given)
-14.9%	-0.9	COc1ccc(Br)cc1CNC(=O)C1CCN(S(=O)(=O)N2CCCCC2)CC1
?	/	O=C(Nc1ccc(O)cc1)C1CCCO1 (stereo not given)
?	/	O=C(O)/C=C/C(=O)c1ccc2c(c1)NC(=O)CO2
?	/	CC(C)C[C@@H](CN=[N+]=[N-])N1CCN(C)CCC1=O
?	/	COc1ccccc1-c1c(-c2ccc(O)cc2O)n[nH]c1C(F)(F)F
7.9%	11.9	Cc1ccc(-c2ccc(SCC(=O)NC3CCCC3)nn2)cc1
4.0%	-4.6	O=C(NC(=O)N1CCCCC1)c1ccccc1
?	/	O=C(Cc1ccccc1)N/N=C/c1cccs1
?	/	COc1ccccc1CNC(=O)C(CCSC)NC(=O)C1CCC(C)CC1 (stereo not given)
?	/	CC1CC(C)CN(CC(O)COCc2ccccc2)C1 (stereo not given)
18.3%	-2.1	COc1ccc(C2C(C#N)=C(N)Oc3cc(O)ccc32)cc1Cl (stereo not given)
?	/	COC(=O)c1nnn(-c2nonc2N)c1CSc1nc2ccccc2s1
4.2%[9.22 µM]	14.4	CCCCN(C)c1nc(-c2ccco2)c2c(c1C#N)CC(C)(C)OC2
8.9%	/	COCCN(Cc1ccco1)C(=O)Cn1ncc2c(=O)oc3ccccc3c21
?	/	CC1CCCN(Cc2nc3c(c(=O)n(C)c(=O)n3C)n2CC(N)=O)C1 (stereo not given)
?	/	Cc1cc(C(=O)N/N=C/c2cn(C)nc2C)c2ccccc2n1
?	/	Cc1cc(C)n(-c2nc3nonc3nc2Nc2cccc(C)c2C)n1
-5.3%	/	O=C(Cn1ncn2c(cc3ccccc32)c1=O)NCc1ccco1
2.2%	-11.7	O=C(Cn1cnc([N+](=O)[O-])c1)c1ccc(F)cc1
?	/	Cc1nc2sccn2c(=O)c1CCN1CCC(=C(c2ccc(F)cc2)c2ccc(F)cc2)CC1
?	/	Cc1cccc2cc(CN(Cc3ccco3)C(c3nnnn3CCc3ccccc3)C(C)C)c(=O)[nH]c12 (stereo not given)
i	/	Cc1nc2scc(-c3cccs3)c2c(=O)n1-n1cccc1
?	/	CCOC(=O)N1CCN(C(=O)CCS(=O)(=O)c2ccc3c(c2)CCN3C(=O)CC)CC1
?	/	COc1ccc(OCc2cc(C(=O)NCCc3ccccc3)no2)c(Cl)c1
20.4%	-7.4	O=C(CN1CCN(c2ccc(O)cc2)CC1)Nc1cc([N+](=O)[O-])ccc1Cl
?	/	c1coc(-c2nnc(NC3=NCCC3)o2)c1
?	/	N#CC(C#N)=C(Nc1ccc(F)cc1)SCc1cccc(Br)c1

# Ordered by molar mass (highest first): part of the list above.
Lipid storage S3	Lipid storage S3 cell count max	compound
?	/	N#CC(C#N)=C(Nc1ccc(F)cc1)SCc1cccc(Br)c1
?	/	Cn1c(-c2ccc(F)cc2)cnc1SCC(=O)N1CCCCC1
7.9%	11.9	Cc1ccc(-c2ccc(SCC(=O)NC3CCCC3)nn2)cc1
-11.2%	-0.4	Cc1ccc(OCCCCN2CCCC(C)C2)c([N+](=O)[O-])c1 (stereo not given)
?	/	O=C(Cc1ccccc1)N/N=C/c1cccs1

# Continuation:
Lipid storage S3	Lipid storage S3 cell count max	compound
0.5%	10.0	CCC(=O)Nc1sc2c(c1C#N)CCC2
3.0%	17.3	CN=C(Nc1cc(C)nn1CCC#N)c1ccccc1F
-9.0%	-18.1	COc1cc(/C=N/NC(=O)c2cncc(Br)c2)cc([N+](=O)[O-])c1O
?	/	COc1cc(C)c(C(=O)CSc2nnc(CNC(=O)c3ccco3)n2C)cc1C
-14.9%	9.7	CCn1c(SCC(=O)N2CCOCC2)nnc1C(C)NC(=O)c1ccccc1 (stereo not given)
?	/	CCOC(=O)CN1CCc2c(C)nc3c(-c4ccc(OC)c(OC)c4)cnn3c21
?	/	Oc1c(/C=N/c2ncn[nH]2)ccc2ccccc12
?	/	O=[N+]([O-])c1ccc(/C=N/n2c(-c3ccccc3)n[nH]c2=S)cc1
?	/	Cc1cc2c(cc(C(=O)N3CCC(C(=O)N4CCCC4)CC3)n2Cc2c(F)cccc2Cl)o1
4.6%	-4.4	CNC(=O)CSc1nnc(-c2ccncc2)n1Cc1ccccc1
21.3%	10.3	O=C(CCN1C(=O)C2C3C=CC(C3)C2C1=O)N1CC(=O)N(CCc2ccccc2)C(=O)C1 (stereo not given)
?	/	CCOc1ccccc1C(=O)Nc1nnc(SCC(=O)N2CCOCC2)s1
?	/	COc1ccc(C2=NN3C(C2)c2ccccc2OC32C(=O)N(C)c3ccccc32)cc1 (stereo not given)
-12.0%	14.4	Cc1ccc(C)c(NC(=O)N2CCc3ccccc3C2)c1
-11.1%	-1.4	CC(=O)c1sc(N/N=C2\CC3CC2C(C)C3(C)C)nc1C (stereo not given)
?	/	O=C(COC(=O)C1CCC1)Nc1cccc(Cl)c1
i	-14.2	Cc1cccnc1NC(N)=S
?	/	N#CC1(c2nc3ccccc3[nH]2)CC1c1ccc2c(c1)OCO2 (stereo not given)
0.9%	6.8	COc1ccc(-c2nc(CC(=O)Nc3cccc(S(=O)(=O)NC4=NCCC4)c3)cs2)cc1
?	/	CN1CCN(C(=O)c2ccc(C(F)(F)F)cc2)CC1
6.7%	15.4	Cc1ccccc1CS(=O)(=O)c1snnc1C
?	/	Cc1c(NC(=O)c2nn3c(C(F)(F)F)cc(-c4ccccc4)nc3c2Cl)c(=O)n(-c2ccccc2)n1C
29.0%	5.5	CC(=O)Nc1ccc(S(=O)(=O)n2nc(-c3ccc(C)cc3)nc2N)cc1
15.2%	22.3	CC(C)Cc1cc(C(=O)Nc2ccccc2)c2ccccc2n1
?	/	CCOC(=O)N1CCN(C(=O)C2CCCN(S(=O)(=O)c3ccccc3)C2)CC1 (stereo not given)
-6.6%	-28.0	O=C(CN1C(=O)c2cccnc2Oc2ccc(Cl)cc21)Nc1ccccc1F
?	/	Cc1cc(=O)[nH]c(SCCOc2ccc(OC(C)C)cc2)n1
i	9.1	CC(C)(C)OC(=O)NCCCCCNC(=O)c1[nH]cnc1C(=O)NC1CCN(C(=O)OC(C)(C)C)CC1
?	/	O=C(Nc1ccc(Br)cc1F)C1CC(=O)N(C2CCCCC2)C1 (stereo not given)
i	-11.0	Cc1noc(C)c1COc1ccccc1C(=O)N1CCN(c2cccc(C(F)(F)F)c2)CC1
?	/	CC(C)C[C@H](N)c1cn([C@@H](Cc2ccc(O)cc2)C(=O)N2CCNCC2)nn1
-4.5%	-2.4	CCCn1c(N)c(C(=O)CSc2nc3ccccc3s2)c(=O)[nH]c1=O
2.1%	9.7	COc1cc2c3c(c1)/C(=C1/SC(=S)NC1=O)C(=O)N3C(C)(C)C=C2C
-11.1%	-10.5	CCOC(=O)N1CCN(Cc2nc3cc(NC(=O)CC)ccc3n2CC)CC1
24.6%	20.4	O=C(COC(=O)CSc1ccc2ccccc2c1)NCc1ccc2c(c1)OCO2
?	/	O=C(O)CCCNS(=O)(=O)c1ccccc1
?	/	Cc1ccccc1C(=O)O/N=C(\N)c1ccc([N+](=O)[O-])cc1
?	/	CC(C)NS(=O)(=O)c1ccc(CCC(=O)O)cc1
?	/	CN1CCN(C(=O)c2ccc(N(Cc3ccc(Cl)cc3)S(C)(=O)=O)cc2)CC1
?	/	COc1ccc(-c2nn(-c3ccccc3)cc2/C=C\C(=O)N2CCOCC2)cc1[N+](=O)[O-]
?	/	O=C(N/N=C/c1ccco1)c1ccccc1OCc1ccc(Br)cc1
13.9%	1.3	CCCn1c(N)c(C(=O)CSc2nc3ccccc3n2CCC#N)c(=O)n(C)c1=O
?	/	COc1ccc(C)cc1Nc1n[n+](-c2ccccc2)c(-c2ccc(N(C)C)cc2)s1
?	/	CCOc1cc(/C=N/NC(=O)c2ccccn2)ccc1OC(=O)c1cccs1
3.4%	4.3	Cc1[nH]c2ccccc2c1/C=N/NC(=O)c1cc(C(C)(C)C)[nH]n1
1.2%	1.6	CCOC(=O)N1CCN(C(=O)CSc2nnc3[nH]c(=O)c(C)c(C)n23)CC1
?	/	Cc1cc(C)cc(NS(=O)(=O)c2cc(C(=O)NCc3ccccn3)ccc2Cl)c1
?	/	CCN(CC)CCOC(=O)c1ccc(NC(=O)CCCN2C(=O)/C(=C\c3cccs3)SC2=S)cc1
?	/	NS(=O)(=O)c1cc(C(=O)OCC(=O)Nc2ccc(Cl)cc2[N+](=O)[O-])ccc1Cl
i	/	Cc1nnc(NC(=O)c2ccc3c(c2)NC(=O)CS3)s1
-3.1%	5.7	COC(=O)C1CC23C=CCN4CCC5(c6ccccc6NC15C2C)C43 (stereo not given)
2.1%	-6.1	CC1C(=O)Nc2ccccc2N1C(=O)c1ccc(Cl)c(Cl)c1 (stereo not given)
?	/	COc1ccc(CCNC(=O)COc2ncnc3ccccc23)cc1
?	/	CSc1cccc(NC(=O)Nc2ccc(Cl)cc2)c1
13.9%	3.4	Fc1ccc(NC(=S)NCc2ccccc2)cc1
?	/	CCc1ccc(Nc2n[n+](C)c(-c3ccncc3)s2)cc1

# More structures:
Lipid storage S3	Lipid storage S3 cell count max	compound
4.61µM*	2.8*	Cc1cc(Cl)ccc1NC(=O)CN1CCN(C(=O)c2ccco2)CC1
-3.1%	12.7	CCCCOc1ccc(NC(=O)Cn2c(=O)ccc3c(C)cc(C)nc32)cc1
3.4%	-7.5	CCc1ccccc1NC(=O)c1cc(S(=O)(=O)N2CCc3ccccc32)cn1C
?	/	CC(C)c1c(C(=O)N/N=C/c2cccc(OCc3ccccc3)c2)nnn1-c1nonc1N
?	/	CC(C)(C)C(=O)O/N=C(\N)c1ccc([N+](=O)[O-])s1
5.0%	/	CC1=C(C(=O)c2ccccc2)C(c2ccc(N3CCOCC3)cc2)NC(=O)N1 (stereo not given)
-14.2%	-16.4	O=C(Nc1nnc(COc2ccc(Cl)cc2)s1)c1cccs1
-5.1%	18.9	CC(Oc1cc2oc(=O)c3c(c2cc1Cl)CCC3)C(=O)N1C[C@H]2C[C@@H](C1)c1cccc(=O)n1C2 (stereo not given in full)
2.4%	11.5	CCOc1ccc(OCCC(=O)OC(C)C(=O)Nc2ccc(C(C)=O)cc2)cc1 (stereo not given)
-11.9%	-11.5	Nc1cc(C(=O)O)c(Oc2ccc(Cl)cc2Cl)cc1C(=O)O
20.3%	-17.0	CCCCn1c(O)c(C(CC)=Nc2ccc3c(c2)CCC3)c(=O)[nH]c1=O
6.8%	20.3	O=C(O)CC1(CC(=O)Nc2cc3ccccc3cn2)CCCCC1
i	6.6	CCC(=O)Nc1cccc(-n2nnnc2SCC(=O)NCc2ccco2)c1
0.7%	-4.1	Cc1cc(C(=O)NC2=NCCS2)cs1
?	/	COc1cc(C(=O)OCC(=O)NC(=O)C2CCCCC2)ccc1OC(F)F
14.8%	/	O=[N+]([O-])c1ccc(CN2C=NS(=O)(=O)c3ccccc32)cc1
i	/	CCOC(=O)c1c(S(=O)(=O)NCc2ccco2)c(C)n(C)c1C
i	-17.8	Cc1cccc2sc(NC(=O)CSc3nnnn3C)nc12
2.6%	5.7	CCCCNC(=O)CN(c1cc(C(F)(F)F)ccc1Cl)S(C)(=O)=O
4.2%	1.2	C/C(=N\NC(=O)CC(C)C)c1c(C(F)(F)F)[nH]n(-c2nc3ccccc3s2)c1=O
?	/	COc1cccc(/C=C2/C(=O)NN(c3ccc(C)c(C)c3)C2=O)c1
?	/	CCc1ccc(-c2cc(C)no2)cc1S(=O)(=O)Nc1ccc(Cl)cn1
?	/	COc1cccc(NC(=O)CN(C)C(=O)c2cc(-c3cccc(Br)c3)nc3ccccc23)c1
?	/	CCC1Oc2ccc(C)cc2N(CC(=O)NC2CCCCC2)C1=O (stereo not given)

# Whole records, quoted from the list. Screens in order: Lipid storage S3 | Lipid storage S3 cell count max
# Profile of `CCC1Oc2ccc(C)cc2N(CC(=O)NC2CCCCC2)C1=O` (stereo not given) : ? | /
# Profile of `CCc1ccc(-c2cc(C)no2)cc1S(=O)(=O)Nc1ccc(Cl)cn1` : ? | /
# Profile of `CCOC(=O)c1c(S(=O)(=O)NCc2ccco2)c(C)n(C)c1C` : i | /
# Profile of `COc1cccc(NC(=O)CN(C)C(=O)c2cc(-c3cccc(Br)c3)nc3ccccc23)c1` : ? | /
# Profile of `CCCCNC(=O)CN(c1cc(C(F)(F)F)ccc1Cl)S(C)(=O)=O` : 2.6% | 5.7

# Screens: PubChem, National Center for Advancing Translational Sciences (NCATS)
